High-throughput results (PubChem BioAssay)
PGC1a acetyl inh = inhibitors of PGC1a acetylation signal, primary screen, cell-based, U2OS, AlphaScreen, inhibitor mode; AlphaScreen anti-acetyl-lysine; with virally co-expressed GCN5 acetyltransferase; inhibition, % at 15.6 µM; 350,000 compounds, 0.17% hits; AID 651687, 2012;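 active = every replicate shows inhibition of at least 40%; inconclusive = mean inhibition at least 40% but some replicate below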;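 also: 0% = neutral control wells and 100% = positive control wells; some results beyond the cut were filed as inactive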
INS-1E GSIS act = GLuc luminescence reporter in INS-1E cells, primary screen for activators of glucose-dependent secretion of insulin; INS-1E GLuc reporter insulin secretion, 2-3 h; activation, % at 16.6 µM; 370,000 compounds, 0.61% hits; AID 743287, 2014;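 active = lowest replicate activation of at least 40%, so every replicate reaches that level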;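 also: 0% = median of neutral control wells and 100% = median of IBMX positive control wells; some compounds called inactive have numbers as strong as hits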
Cneo AK release = Cryptococcus neoformans cell lysis inducers, primary screen, AK release luminescence, single concentration. C. neoformans lysis, adenylate kinase release luminescence, 4 h; normalised: neutral wells 0, clomiphene wells 100. lysis activity, % at 15 µM. 360,000 compounds, 0.2% hits;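 active = mean lysis activity across replicates of at least 80%, whatever share of replicates individually reach that level; inactive = mean lysis activity below 80%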
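Test system: log-phase Cryptococcus neoformans yeast cells. Input: 5 × 10^6 yeast cells/mL. Medium: fresh YPD growth medium. Doses: single dose. Incubation: static 4 h at 37 °C with compound, 1 h detection. Measured by: luminescent adenylate kinase detection reagent. Read-out: signal increase indicating cell lysis. Benchmarks: Clomiphene.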
F508del corr = F508del CFTR correction, initial screen, CFBE line, single point; CFBE cells, YFP halide quenching; stimulated with forskolin plus potentiator P3; % fluorescence drop versus neutral controls; AID 720511, 2013; 350,000 compounds, 0.36% hits; activity (quench increase), % at 7.58 µM;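 active = mean added fluorescence quench of at least 8% versus neutral control, with both replicates also reaching 8%; inconclusive = only one of the mean or replicate conditions met; inactive = mean below 8% and not both replicates reaching 8%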;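 also: cells transiently co-express mutant CFTR-F508del with the halide-sensitive YFP; corrector assay measuring rescue of mutant channel to the surface after 24 h compound exposure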
PglD DTNB = C. jejuni PglD acetyltransferase inhibitors, primary screen, biochemical, DTNB colorimetric, single point; UDP-N-acetylbacillosamine N-acetyltransferase PglD (Campylobacter jejuni); purified PglD enzyme, DTNB colorimetric CoA detection; inhibition, % at 12.5 µM; 360,000 compounds, 0.098% hits; AID 602405, 2012; in the data active = inhibition above about 16%, passing the limit was not always enough; inconclusive = no clear call, values can overlap the other calls; also: strong numbers were not always called active
miR122 inh = miR-122 Renilla sensor signal increase in Huh7, primary screen, miR-122 inhibitor project, cell-based, single point, plate reader | Huh7 miR-122 Renilla luciferase sensor, 48 h; neutral wells = 0, positive control = 100 | activation (reporter increase), % at 12.5 µM | 340,000 compounds, 0.3% hits;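 active = mean replicate activation score at least 90 and every replicate individually at or above 90; inconclusive = only one of the two criteria met; inactive = neither criterion met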;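 also: higher luciferase means less miR-122 activity so hits act as miR-122 inhibitors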
C2C12 statin = suppressors of statin myotoxicity in C2C12 myotubes, primary screen, cell-based, single point, plate reader | C2C12 myotubes + simvastatin, ATP luminescence, 48 h; scaled: DMSO 0, geranylgeraniol control 100 | rescue of ATP level, % at 7.49 µM | 330,000 compounds, 0.78% hits;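 active = mean ATP rescue above about 67%, or every replicate alone reaching that limit, limit read from the data, passing the limit was not always enough; inconclusive = no clear call, values can overlap the other calls; inactive = mean under the limit and some replicate under it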;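 also: myotubes were challenged with 10 µM simvastatin during compound exposure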
FN deposition inh = inhibitors of fibronectin matrix deposition, primary screen, AH1F cells, Alexa488-fibronectin fluorescence, plate reader; 350,000 compounds, 0.086% hits; inhibition, % at 12.6 µM; AH1F fibroblasts, overnight;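 active = mean inhibition across replicates of 30% or more, regardless of how many single replicates reach that level; inconclusive = mean under 30% yet at least half of replicates reach 30%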;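 also: positive control wells lacked labelled fibronectin entirely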
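Test system: AH1F fibroblast monolayer depositing Alexa488-labelled fibronectin into matrix. Input: 10000 cells per well. Technique: fluorescence, ex 485 nm, em 525 nm. Buffer or medium: DMEM plus 2% serum, read in PBS. Timing: 1 h cell adhesion before compound, then overnight fibronectin incubation. Compound: single dose, pinned. Read-out basis: inhibition from reduced deposited-fibronectin fluorescence.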
* marks the source's active call; other numbers are inactive results; ? = inconclusive; . = no result given; & = joins results of further samples; [ ] = remark or other dose.

SMILES	PGC1a acetyl inh	INS-1E GSIS act	Cneo AK release	F508del corr	PglD DTNB	miR122 inh	C2C12 statin	FN deposition inh
NC(=O)C1CCN(C(=S)NCc2ccc3c(c2)OCO3)CC1	-3	6	1	-1.3	3	-2	11	3
O=C(C[C@H]1C[C@@H]2c3cc(NC(=O)NC4CCCC4)ccc3O[C@@H]2[C@@H](CO)O1)NC1CCCC1	5	-2	-2	0.9	2	5[16.7 µM]	-6	-1
O=C(c1cc(-c2ccc(Cl)cc2)n(-c2ccc(Cl)cc2)n1)N1CCOCC1	-18	-18	-2	.	-6	8	9	.
Cc1noc(C)c1NC(=O)Nc1ccc2c(c1)C(=O)N([C@H](C)CO)C[C@H](C)[C@H](CN(C)S(=O)(=O)c1ccccc1)OCCCC[C@@H](C)O2	10	18	47	2.1	-3	4[16.7 µM]	.	-4
CCCc1cc(C(=O)NCc2cccs2)no1	-6	.	0	0.7	0	-2	13	-10
C[C@@H]1CCCCO[C@H](CN(C)C(=O)CCCN(C)C)[C@H](C)CN([C@@H](C)CO)C(=O)c2cc(NC(=O)c3ccccc3)ccc2O1	12	12	2	0.3	1	-3[16.7 µM]	-7	.
CCN(CC)S(=O)(=O)c1ccc2[nH]cc(C(=O)NCCc3ccc(OC)c(OC)c3)c(=O)c2c1	62	.	-2	.	-3	-5	-17	.
CC(C)NC(=O)Nc1ccc2c(c1)CC(=O)N([C@@H](C)CO)C[C@@H](C)[C@@H](CN(C)C(=O)NC1CCCCC1)O2	0	4	0	0.0	11	2[16.7 µM]	-14	.
O=C(COC(=O)c1nc(Cl)ccc1Cl)Nc1ccc(Cl)cc1	3	-6	5	0.8	5	11	0	6
CCOc1ccc(S(=O)(=O)N(CC)CC(=O)NC2CC2)cc1	.	-13	2	-1.3	7	.	4	.
CC(C)C1NC2(C(=O)c3ccccc3C2=O)C2C(=O)N(c3ccc(F)cc3)C(=O)C12 (stereo not given)	3	.	-2	.	-2	6	10	-5
CS(=O)(=O)c1ccc(Oc2ccc(-c3nnco3)cc2)c([N+](=O)[O-])c1	6	1	-5	1.4	-1	-4	-10	4
COc1ccccc1-c1cnc2c(c1)C(=O)N([C@@H](C)CO)C[C@H](C)[C@@H](CN(C)Cc1cccc(F)c1)O2	-31	-10	2	0.7	0	1[16.7 µM]	-3	-4
CCCCNS(=O)(=O)c1cccc(NC(=O)[C@H]2C[C@H](O)[C@@H](CO)O2)c1	-2	1	0	1.5	-4	16	0	6
COc1cccc(-c2cnc(C(O)c3c(C)cc(C)cc3C)[nH]2)c1 (stereo not given)	.	.	-1	-2.3	10	-3	3	-7

Next part; it opens with the 2 that closed the last part.
SMILES	PGC1a acetyl inh	INS-1E GSIS act	Cneo AK release	F508del corr	PglD DTNB	miR122 inh	C2C12 statin	FN deposition inh
CCCCNS(=O)(=O)c1cccc(NC(=O)[C@H]2C[C@H](O)[C@@H](CO)O2)c1	-2	1	0	1.5	-4	16	0	6
COc1cccc(-c2cnc(C(O)c3c(C)cc(C)cc3C)[nH]2)c1 (stereo not given)	.	.	-1	-2.3	10	-3	3	-7
COc1cccc2cc(C(=O)N(Cc3ccccc3)CC3CCCO3)c(=O)oc12 (stereo not given)	4	.	1	.	2	33	-6	-4
O=C(Nc1cccc(F)c1)N1C[C@H]2[C@@H](c3ccccc31)[C@H](CO)N2C(=O)c1ccccc1F	-4	-13	0	-2.2	-2	4[16.7 µM]	11	.
COC(CNC(=O)CNC(=S)N(CCCN1CCOCC1)Cc1cccs1)OC	0	14	0	1.7	-1	-7	4	2
C[C@@H]1CN([C@@H](C)CO)S(=O)(=O)c2ccc(C#Cc3cccc(F)c3)cc2O[C@H]1CN(C)C(=O)CN1CCOCC1	10	1	-5	2.3	1	-1[16.7 µM]	11	14
Cc1cccc(COc2ccccc2C(=O)NC2CCC(O)CC2)c1 (stereo not given)	.	31	-3	8.2*	5	.	5	-7
OCC[C@@H]1C[C@H](O)[C@@H](O)[C@@]2(CCCCO2)O1	-1	8	-3	1.2	0	-2	-21	15
CC(C)OC(=O)c1cc(NC(=O)C2C3CCC(O3)C2C(=O)O)cc(C(=O)OC(C)C)c1 (stereo not given)	1	.	-3	.	5	-2	15	.
C[C@H](CO)N1C[C@H](C)[C@@H](CN(C)Cc2ccccc2)OCCCC[C@H](C)Oc2ccc(NC(=O)Cc3ccccc3)cc2C1=O	-4	-2	0	1.1	-3	11[16.7 µM]	.	-13
CC(C)=CCN1CCN(Cc2cnc(-c3ccccc3)s2)CC1CCO (stereo not given)	6	19	1	1.5	2	-4	-9	2
S=C(NCCc1ccccc1)NC1CC2CCC(C1)N2Cc1ccccc1 (stereo not given)	-1	-14	.	1.0	.	.	-17	-1
C[C@H](NC(=O)c1[nH]cnc1C(=O)N[C@H](C)c1ccccc1)c1ccccc1	3	-25	-3	3.6	-2	5	-5	6
O=C(Nc1ccc(Nc2ccncc2)cc1)c1ccc(Nc2ccnc3ccc([N+](=O)[O-])cc23)cc1	5	16	-3	-1.8	0	-2	-5	-40
CC(=O)Nc1ccc(/C=C(\C#N)C(=O)NCc2ccccc2)cc1	-1	12	-3	.	2	-2	.	33*
COc1ccccc1C(=O)C1CCCN(Cc2cccc(OCCO)c2)C1 (stereo not given)	.	1	1	-3.3	3	.	17	-2
COc1cc(CNC(=O)c2cc3ccccc3oc2=O)cc(OC)c1OC	-8	9	.	0.8	.	.	.	2
Cc1noc(C)c1NC(=O)Nc1ccc2c(c1)C(=O)N([C@@H](C)CO)C[C@H](C)[C@@H](CN(C)C(=O)NC1CCCCC1)O2	-1	18	0	0.4	2	3[16.7 µM]	10	.
CN(C)C(=O)c1cn(-c2ccccc2)nc1-c1cc2ccccc2oc1=O	-11	14	.	1.0	.	-3	.	-10
CNC(=O)C[C@H]1CC[C@H]2[C@@H](COc3ccc(NC(=O)c4ccc(OC)cc4)cc3C(=O)N2C)O1	0	8	3	-0.9	0	-2[16.7 µM]	0	-3
C[C@H](CO)N1C[C@H](C)[C@H](CN(C)C(=O)Nc2ccc(C(F)(F)F)cc2)Oc2c(NC(=O)c3ccncc3)cccc2C1=O	-7&-4	-17&-14	2&1	-0.1&1.6	6&-1	2[16.7 µM]	30&9	9
C/C=C/c1cnc2c(c1)C(=O)N([C@H](C)CO)C[C@@H](C)[C@H](CN(C)Cc1ccccc1F)O2	-7	5	4	3.6	1	.	-13	.
COc1ccc(-c2ccc([C@@H]3[C@@H](CO)N(C(=O)C4CCCCC4)[C@H]3C#N)cc2)cc1	-6	6	-2	3.6	2	.	48	-6
O=C(CCNC(=O)Cn1ccc2ccccc2c1=O)NCCCN1CCOCC1	-4	14	.	2.1	.	7	0	6
CCCCc1ccc(Nc2nc(CCC)cc(=O)[nH]2)cc1	-6	.	0	.	-3	-5	2	.
COc1c(-c2ccccc2)oc2c(ccc3occc32)c1=O	-11	2	-2	2.5	8	6	15	-16
N=c1c2c3c(sc2ncn1CCN1CCOCC1)CCCC3	-6	.	-1	.	-4	-1	-3	-18
COc1cc(/C=C/C(=O)O[C@H]2[C@H](O[C@@H]3O[C@@H](C)[C@H](O)[C@@H](O)[C@H]3O)[C@@H](O)[C@H](OCCc3ccc(O)c(OC)c3)O[C@@H]2CO)ccc1O	.	0	-10	-1.7	-1	.	-7	-2
Fc1c(F)c(C(F)(F)F)c(F)c(F)c1N/N=C\c1cccs1	-1	.	-16	.	-2	-2	17	-5
C[C@@H]1CN([C@H](C)CO)C(=O)c2cc(C#C[C@@H](C)O)cnc2O[C@@H]1CN(C)Cc1ccc(-c2ccccc2)cc1	-2	-9	-2	-1.1	-7	-3[16.7 µM]	-24	5
Cc1ccccc1-c1ccc(C2[C@@H]3CN(C(=O)Nc4ccc(F)cc4)C[C@H]2N3)cc1 (stereo not given in full)	-37&-41	-6	.	0.8&-0.6	.	.	.	-2
Cc1ccc(S(=O)(=O)NCCNc2ccc([N+](=O)[O-])cc2C(F)(F)F)cc1	-1	.	-2	.	-1	6	-3	3
O=c1c2ccccc2c(C=Nc2ccc(O)cc2)c(O)n1Cc1ccccc1	-16	11	6	-3.7	-8	-4	26	1
CCSc1nnc(NC(=O)[C@@H](NC(=O)c2ccccc2)C(C)C)s1	.	3	.	.	.	-5	4	1
CCN(CC)C(=O)c1cccc(NC(=O)c2ccccc2OCc2c(C)noc2C)c1	-5	2	2	-0.8	1	19	-1	6
CCN(Cc1ccc2c(c1)OCO2)C(=O)CSc1nc(C)nc2sc(C)c(C)c12	-7	9	0	5.1	4	6	20	-6
NC(=O)C1CCCN(CC(O)COCc2ccc(Cl)cc2)C1 (stereo not given)	-7	-2	3	-4.1	-4	-7	0	-4
Cc1ccccc1-c1cnc2c(c1)C(=O)N([C@H](C)CO)C[C@H](C)[C@@H](CN(C)C(=O)CN(C)C)O2	9	13	-8	1.9	-3	2[16.7 µM]	-4	8
O=C(Oc1c(CN2CCOCC2)cc(Cl)c2cccnc12)c1ccccc1Br	17	-27	2	-14	2	-5	8	7
Cc1nc2ccc(NC(=O)c3cccc(S(=O)(=O)N(C)c4ccccc4)c3)cc2s1	-16	.	3	.	5	3	.	.
Cc1noc(C)c1S(=O)(=O)Nc1ccc2c(c1)CC(=O)N([C@H](C)CO)C[C@H](C)[C@@H](CN(C)Cc1ccc(Cl)c(Cl)c1)O2	3	-17	2	2.9	-2	-3[16.7 µM]	134*	9
CC(C)CC#Cc1ccc2c(c1)O[C@@H](CN(C)Cc1ccc3c(c1)OCO3)[C@H](C)CN([C@@H](C)CO)S2(=O)=O	1	1	-1	-3.6	-1	2[16.7 µM]	-95	-3
CN1CC=C2C(C#N)=C(N)C(C#N)(C#N)C(CCc3ccccc3)C2C1 (stereo not given)	?	.	0	.	1	9	.	.
S=c1[nH]nc(-c2cc(-c3ccccc3)n[nH]2)n1/N=C/c1ccccc1	-1	2	-1	0.9	4	0	9	-13
C[C@@H]1CN([C@@H](C)CO)C(=O)c2cc(Br)cnc2O[C@H]1CN(C)C(=O)c1ccccc1F	-17&-27&-31	-8&14	-4&0&-1	-3.6&1.3&-0.3	3&1&1	4	5&1&18	-7&4
COc1ccc(C)cc1NC(=O)NNC(=O)C1CCC(C(C)(C)C)CC1 (stereo not given)	.	-28	2	-2.5	-4	-4	13	2
Cc1c(/C=C2\SC(=Nc3cccc(C(=O)O)c3)NC2=O)c2ccccc2n1C	8	7	.	-0.5	.	.	.	4
COc1ccccc1NC(=O)C(C)OC(=O)C1CC(=O)N(Cc2ccco2)C1 (stereo not given)	.	28	0	-1.2	-3	0	7	-3
COc1ccc(NC(=O)N(C)C[C@H]2Oc3cc(-c4ccncc4)ccc3S(=O)(=O)N([C@H](C)CO)C[C@H]2C)cc1	3	-2	7	0.2	-5	-6[16.7 µM]	-9	4
